Screening results deposited in PubChem by National Center for Advancing Translational Sciences (NCATS).
KDM5B inh – inhibitors of human KDM5B histone demethylase; Q9UGL1; KDM5B demethylase, FDH-coupled NADH fluorescence (FDH is formaldehyde dehydrogenase); Potency, µM (top dose mostly 57.7 µM), inactives show top-dose activity change, negative = inhibition, actives largely listed as inhibitors; hit rate 2.6% among 220,000; active means well fitted inhibition curve with a large enough effect; inconclusive means small, poorly fitted or top-dose-only effect; inactive means no such curve, though single readings can be large or run the other way; further: 0% is about no effect; nearly all actives have a fitted effect of over 70% in size
Target sequence (Q9UGL1 whole entry, looked up): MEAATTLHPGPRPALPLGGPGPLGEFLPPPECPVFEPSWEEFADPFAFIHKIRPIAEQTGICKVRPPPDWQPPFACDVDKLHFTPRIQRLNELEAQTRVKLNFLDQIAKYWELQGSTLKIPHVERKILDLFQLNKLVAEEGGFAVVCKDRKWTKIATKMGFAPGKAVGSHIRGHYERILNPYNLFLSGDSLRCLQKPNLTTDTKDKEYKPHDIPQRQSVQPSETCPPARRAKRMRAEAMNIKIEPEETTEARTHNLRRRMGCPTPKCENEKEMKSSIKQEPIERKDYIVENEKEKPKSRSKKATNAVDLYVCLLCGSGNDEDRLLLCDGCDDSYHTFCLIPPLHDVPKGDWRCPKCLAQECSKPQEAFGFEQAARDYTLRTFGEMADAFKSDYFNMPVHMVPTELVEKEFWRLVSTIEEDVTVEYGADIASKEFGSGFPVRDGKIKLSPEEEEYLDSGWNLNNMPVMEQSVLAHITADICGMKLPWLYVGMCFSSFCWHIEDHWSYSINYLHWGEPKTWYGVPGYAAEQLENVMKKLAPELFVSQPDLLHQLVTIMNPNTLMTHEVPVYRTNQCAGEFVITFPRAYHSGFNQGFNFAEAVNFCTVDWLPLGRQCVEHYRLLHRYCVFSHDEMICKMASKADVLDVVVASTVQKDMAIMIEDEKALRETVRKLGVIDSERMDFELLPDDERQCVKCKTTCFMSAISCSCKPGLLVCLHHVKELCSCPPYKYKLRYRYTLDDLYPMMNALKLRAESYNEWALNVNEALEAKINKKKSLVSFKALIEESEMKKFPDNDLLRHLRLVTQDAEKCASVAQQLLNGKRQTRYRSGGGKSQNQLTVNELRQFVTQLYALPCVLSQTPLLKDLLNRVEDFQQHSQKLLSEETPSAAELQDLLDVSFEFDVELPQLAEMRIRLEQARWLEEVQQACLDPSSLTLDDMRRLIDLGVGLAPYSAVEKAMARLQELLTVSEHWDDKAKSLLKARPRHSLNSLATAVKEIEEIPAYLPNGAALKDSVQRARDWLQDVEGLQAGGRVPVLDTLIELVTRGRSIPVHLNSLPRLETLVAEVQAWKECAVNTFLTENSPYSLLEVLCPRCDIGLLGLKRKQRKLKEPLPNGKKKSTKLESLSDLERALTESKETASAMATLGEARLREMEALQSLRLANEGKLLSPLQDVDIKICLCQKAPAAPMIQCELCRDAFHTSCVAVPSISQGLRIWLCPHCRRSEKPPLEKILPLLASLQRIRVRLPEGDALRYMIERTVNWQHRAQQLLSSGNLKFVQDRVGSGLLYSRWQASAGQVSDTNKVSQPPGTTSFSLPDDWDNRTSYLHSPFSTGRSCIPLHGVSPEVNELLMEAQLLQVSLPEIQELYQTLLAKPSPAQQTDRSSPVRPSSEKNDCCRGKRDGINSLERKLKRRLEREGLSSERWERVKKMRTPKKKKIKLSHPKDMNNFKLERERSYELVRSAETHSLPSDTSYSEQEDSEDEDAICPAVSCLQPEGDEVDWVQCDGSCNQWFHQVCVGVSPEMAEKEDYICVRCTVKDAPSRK
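qHTS format, multiple compound concentrations. Buffer 50 mM HEPES pH 7.5/0.01% Tween-20; 200 nM KDM5BΔAP final; 10 min compound preincubation; substrate-mix levels 12.5 µM peptide, 25 µM α-KG, 0.25 mM NAD⁺; 30 min RT; ΔRFU.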
* marks the source's active call; other numbers are inactive results; i = inactive; ? = inconclusive; & = joins results of further samples; [ ] = remark or other dose. Potency means the concentration at half of the fitted maximal effect. Only part of the results is shown. The share of hits here may be higher or lower than overall.

SMILES,KDM5B inh
Cc1cccc(CCn2c(=O)c3ccccc3n(Cc3cccc(F)c3)c2=O)c1,-16.8%
CCc1cc(=O)n(CC(=O)N2CCCCC2C)c(-c2ccccc2)n1 (stereo not drawn),-8.2%
O=C1Nc2ccccc2CC12CCN2Cc1ccc(C(F)(F)F)cc1 (stereo not drawn),-13.7%
O=S(=O)(NCC1(COc2cnccn2)C[C@@H](O)[C@@H](O)C1)c1ccc(Cl)cc1 (stereo partly drawn),?
O=C(C1CC1)N1CCC(Oc2ccccc2)C1 (stereo not drawn),-14.5%
CN1C(=O)CCCCC1C(=O)NCc1ccc(Cl)cc1 (stereo not drawn),-14.7%
CC(SC1CCCC1)C(=O)Nc1cccc(Cl)c1 (stereo not drawn),16.8%
O=C(C[C@@H]1C[C@H]2O[C@H](CNCc3ccccc3C(F)(F)F)[C@@H](O)[C@H]2O1)N1CCOCC1,-4.6%

More results
SMILES,KDM5B inh
COc1cc(/C=C(\C#N)c2ccc(F)cc2)ccc1OCc1ccccc1,-5.5%
COc1cccc(-c2cc3c(=O)n(CCNC(=O)COc4cccc(C)c4)ccn3n2)c1,?
c1ccc(CC(CCNCc2ccco2)c2ccco2)cc1 (stereo not drawn),-13.0%
Cc1ccc(OC(C)C(=O)Nc2ccc3oc(C)nc3c2)cc1 (stereo not drawn),14.3%
O=C(CN1C(=O)NC2(CCCC2)C1=O)Nc1cccc(C(F)(F)F)c1,20.8%
COc1cc(NC(=O)Cn2nc(-c3ccccc3)c3c(c2=O)CCCC3)cc(OC)c1,7.4%
O=C(COc1ccccc1Cl)OCc1cc(=O)n2nc(-c3cccs3)sc2n1,-15.1%
COc1ccc(NC(=O)C2CC(=O)N/C(=N/N=C/c3ccco3)S2)cc1 (stereo not drawn),?

Part of the list above in a different format.
> COc1ccc(NC(=O)C2CC(=O)N/C(=N/N=C/c3ccco3)S2)cc1 (stereo not drawn)
  KDM5B inh = ?
> O=C(CN1C(=O)NC2(CCCC2)C1=O)Nc1cccc(C(F)(F)F)c1
  KDM5B inh = 20.8%
> c1ccc(CC(CCNCc2ccco2)c2ccco2)cc1 (stereo not drawn)
  KDM5B inh = -13.0%
> Cc1ccc(OC(C)C(=O)Nc2ccc3oc(C)nc3c2)cc1 (stereo not drawn)
  KDM5B inh = 14.3%

Further compounds follow:
SMILES,KDM5B inh
O=C(c1cc(Cl)ccc1F)N1CCC(c2n[nH]c(=O)n2-c2ccccc2)CC1,-5.8%
Cc1ccc(NC(=O)c2ccc(C3Nc4cc(C(F)(F)F)ccc4S(=O)(=O)N3)cc2)cc1C (stereo not drawn),?
CCc1nonc1NC(=O)c1oc2ccc(Br)cc2c1C,-5.8%
CC(C)C(=O)NC(Nc1ccccc1C(F)(F)F)C(Cl)(Cl)Cl (stereo not drawn),11.3%
Cc1cccc(CN2CCN(S(=O)(=O)c3c(C)noc3C)CC2)c1,-14.0%
COC(=O)C1=C(N)OC2=C(C(=O)CCC2)C1c1ccccc1Cl (stereo not drawn),13.8%
CCOCCCNC(=S)NC1CC1,15.9%
CCn1ncc(N2CCC(NC(=O)CCC3CCCC3)CC2)cc1=O,20.1%

(more compounds)
SMILES,KDM5B inh
CC(C)CCn1c(N2CCN(CCCc3ccccc3)CC2)nc2c1c(=O)[nH]c(=O)n2C,9.5%
Cc1ccc(N(C(=O)CNC(=O)c2ccco2)C(C(=O)NC2CCCCC2)c2cccnc2)cc1C (stereo not drawn),6.9%
Cc1nc(-c2c3n(c(=O)n(Cc4ccc(F)c(F)c4)c2=O)CCCCC3)no1,-2.4%
COc1cc(C(=O)OCCCC(=O)c2ccc(Br)cc2)ccc1OCc1ccc(Cl)cc1,16.1%
CCCCCCn1cc(CN2CC=CS2(=O)=O)nn1,-1.2%
O=C1CN(CCC2=CCCCC2)[C@H]2CS(=O)(=O)C[C@H]2N1c1ccccc1,-12.4%
CCn1c(SCC(=O)NCc2ccc3c(c2)OCO3)nc2c(c1=O)SCC2,2.8%
C[S+](=O)([O-])Nc1cccc(N2C[C@@H]3C(C(=O)NC4CCOCC4)=NO[C@@H]3C2)c1,-6.1%[86.2 µM]

(list continues)
SMILES,KDM5B inh
Cc1ccc(C2=NC3(CCN(C(=O)Cc4cccs4)CC3)ON2)cc1,8.0%
CN1C(=O)C2(CCN(Cc3ccccc3)C2)c2ccccc21 (stereo not drawn),-4.6%[86.2 µM]
N#Cc1cccc(C(=O)OCc2cccc3cccnc23)c1,14.9%
COc1ccc(S(=O)(=O)Nc2ccc(-c3cn4ccsc4n3)cc2)cc1C,-5.9%
COCCCNc1ncnc2c1c(-c1ccccc1)cn2-c1ccc(C)c(Cl)c1,-5.9%
Cc1nc(N)nc(N)c1CCCc1ccc(Cl)c(Cl)c1,-4.6%
CCSc1ncc(Cl)c(C(=O)Nc2c(C(=O)c3ccc(C)c(F)c3)oc3ccccc23)n1,1.4%
Cc1ccc(OCC(=O)Nc2ccc3[nH]c(=O)sc3c2)cc1,5.4%

(continued)
SMILES,KDM5B inh
CCCC(=O)N1N=C(c2cccc(NS(=O)(=O)CC)c2)CC1c1ccco1 (stereo not drawn),-23.8%
O=c1ccc2cc3c(-c4ccccc4)coc3cc2o1,?
Cc1ccc(Cl)cc1NC(=O)CCS(=O)(=O)c1ccc2c(c1)n(C)c(=O)c(=O)n2C,?
O=[S+]([O-])(Nc1ccccc1)c1ccc2c(c1)OCCN(Cc1cccs1)C2,-9.4%[86.2 µM]
CC(=O)N1CCCCC12Cc1ccccc1NC2=O (stereo not drawn),8.9%[86.2 µM]
CS(=O)(=O)CC(O)c1cc2n(n1)CCN(CCOCc1ccccc1)C2 (stereo not drawn),14.6%
CCOC(=O)C1CCCN(C(=O)CC(c2ccc3c(c2)OCO3)c2cn(CC)c3ccccc23)C1 (stereo not drawn),?
Cn1c(-c2ccccc2)cc2ccccc21,?

Other structures follow:
SMILES,KDM5B inh
CCCn1cnc2c1CN(S(=O)(=O)c1ccc(C#N)cc1)[C@H](C(=O)OC)C2,?
Cc1c(C(=O)NCc2ccc(Cl)cc2)sc2nc3n(c(=O)c12)CCCCC3,?
O=C(NC1CCN(CCCc2nc3ccccc3o2)CC1)C1CC1,5.4%
CCc1cccc2c(C(C)=O)cn(CC(=O)NC3CC3)c12,-16.2%
CCOc1cc(C(=O)O)cc(-c2ccccc2)c1OC,9.2%
O=S(=O)(c1ccc(Cl)cc1)c1nnn2c1nc(NCc1ccc3c(c1)OCO3)c1sccc12,7.3%
COc1cc(OC)cc(C(=O)N[C@H](C(=O)OCC(=O)N2CCN(S(=O)(=O)c3ccc(C)cc3)CC2)C(C)C)c1,13.0%
CCOc1ccc(Cn2c(CNS(=O)(=O)c3cccs3)nc3cccnc32)cc1,?

The results go on.
SMILES,KDM5B inh
Cc1c(C(=O)NCc2coc(-c3cccs3)n2)cccc1[N+](=O)[O-],19.2%
O=C(NCc1nnc2n1C(C(=O)NCc1cccnc1)CC2)Nc1cccnc1 (stereo not drawn),-24.9%[115 µM]
CCOC(=O)C(=N/O)/C(C)=N/NC(=O)C(=O)Nc1ccc(Cl)cc1,-1.4%
COC(=O)c1nnn(-c2cccc(C)c2)c1N,3.3%
Cc1c(C=Nc2ccc(S(=O)(=O)CCO)cc2)c(O)[nH]c(=O)c1C#N,-8.8%
O=C(NCc1ccc(F)cc1)c1cc2ccccc2o1,3.8%
COc1ccc2c(C)cc(SCC(=O)N(C)C3CCCCC3)nc2c1,-7.1%
CCOc1cccc(CNC(=O)C2CCCCC(=O)N2C)c1 (stereo not drawn),26.9%

Additional compounds follow:
SMILES,KDM5B inh
COc1ccc(C(=O)CCNc2ccc(F)cc2)cc1,10.9%
Cn1nccc1C(=O)OCC(=O)Nc1ccccc1,-10.6%
Cc1ccc(C2Cn3nnc(-c4noc(-c5ccc[nH]5)n4)c3CO2)cc1 (stereo not drawn),?
COc1ccc(NC(=O)NCC2CCCN(C(C)C)C2)cc1OC (stereo not drawn),-18.3%
CCc1ccccc1NC(=O)Cn1nnc(C(=O)NCc2ccccc2Cl)c1N,-20.2%
COc1ccc(N2CCN(C(=O)c3nn(C)c4c3CS(=O)(=O)c3ccccc3-4)CC2)cc1,6.9%
CCN(C(=O)c1cc(=O)c2cc(C)ccc2o1)c1ccccc1,-8.5%
COc1ccc(-n2c3c(c(=O)[nH]c2=O)C(NC(=O)c2ccccc2Cl)(C(F)(F)F)C(=O)N3)cc1 (stereo not drawn),-8.6%

Other results
SMILES,KDM5B inh
COC(=O)C1CCCCN1S(=O)(=O)c1cc(Cl)ccc1Cl (stereo not drawn),9.1%
O/N=C1\CCCCC1c1nccc2ccccc12 (stereo not drawn),9.3%
CCn1c(SCc2nc(-c3cccc(C)c3)oc2C)nc2c(=O)[nH]cnc21,-3.5%
COCCNc1nc2c(c(=O)n(Cc3cccc(Br)c3)c(=O)n2C)n1C,36.5%&12.7%
CCCC1(CO)CCCN(Cc2cccc(N3CCOCC3)c2)C1 (stereo not drawn),-10.8%
COc1ccc(NC(=O)CSc2nc(-c3ccccc3)c3ccccc3n2)cc1,-13.3%
Cc1ccc(CNC(=O)c2ccc(Cn3c(=O)c4ccccc4n(CC(=O)Nc4ccc(C)cc4)c3=O)cc2)cc1,-26.6%
CCN(CC)CCN1C(=O)c2ccccc2NC1c1ccccc1F (stereo not drawn),?

(list continues)
SMILES,KDM5B inh
Cc1c(C(=O)c2ccccc2)c2ccccn2c1CCC#N,-4.4%
CCOC(=O)c1ccc(NC(=O)c2nc(SC(C)C)ncc2Cl)cc1,?
COc1ccc(NC(=O)Cc2nnc(SCC(=O)Nc3ccccc3)n2C)cc1,6.7%
Cc1nc(-c2c3n(c(=O)n(CCOc4ccccc4)c2=O)CCCCC3)no1,-13.3%
CS(=O)(=O)N1CCNC[C@@H]1C(=O)N[C@@H](CC1CCCCC1)C(N)=O,52.6%[activator][86.2 µM]
O=C(c1ccc2ncccc2c1)N1CCCN(c2cc(-c3ccc(Cl)cc3)[nH]n2)CC1,-1.8%
CCN(c1ccccc1)c1nc2c(c(=O)[nH]c(=O)n2C)n1CC(=O)O,7.3%
Cc1ccc2c(COC(=O)CNC(=O)c3ccccc3)cc(=O)oc2c1C,-8.7%

New compounds follow:
SMILES,KDM5B inh
CN(Cc1ccsc1)c1cc(C2CC(O)C2)ncn1 (stereo not drawn),-20.7%
CN1CCC(OC2CCN(C(=O)c3cccc(C(F)(F)F)c3)CC2)CC1,14.8%
COC(=O)c1c(C)oc2cc3c(C(=O)OC)c(C)oc3cc12,-2.2%
O=C(Cn1cnc2onc(-c3ccc(F)cc3)c2c1=O)Nc1ccc(F)c(Cl)c1,-25.0%
O=C(NNC(=O)C1CC(c2cccs2)=NO1)Nc1ccccc1 (stereo not drawn),-20.5%
Cn1cccc1C(=O)N1CC(c2noc(COc3ccccc3)n2)C1,-17.2%
O=C(O)c1ccc2c(c1)C(=O)N(c1cccc3ccccc13)C2=O,-0.8%
CN1[C@@H](CCC(=O)NCc2cccs2)CNC(=O)[C@H]2NCC[C@H]21,22.9%[86.2 µM]

(further entries)
SMILES,KDM5B inh
O=C1CC(c2ccccc2)N(Cc2ccncc2)CCCN(C(=O)CN2CCCC2=O)CCN1 (stereo not drawn),3.1%
CCC(C)NC(=O)N1CCC2(CC1)Nc1ccccc1-n1cccc12 (stereo not drawn),-13.7%
COc1ccc(-c2nc(N3CCOC[C@H]3C)cc3c2CN(C(C)C)C3=O)cc1,i
O=C(CSc1nncn2c1cc1sccc12)Nc1ccc(Br)cc1F,?
O=C(O)c1ccc(C2CCCN(C(=O)CCN3CCOCC3)C2)cc1 (stereo not drawn),-14.9%
COc1cc2ncnc(NCc3ccc4c(c3)OCO4)c2cc1OC,-1.5%
CCOC(=O)COc1ccc2c(=O)c(Oc3ccccc3Br)coc2c1,-6.1%
COC(=O)c1cccc(NC(=O)CC2NCCNC2=O)c1 (stereo not drawn),26.3%

Later entries:
SMILES,KDM5B inh
CCn1c(C(=O)NC2CCN(CC(=O)NC(C)C)CC2)cc2ccccc21,9.0%
O=C(Nc1ccc2c(c1)C(=O)OC2)c1ccc(F)cc1F,24.3%
Cc1nc2cc(NC(=O)COc3ccccc3C)ccc2o1,-15.7%
COc1ccc(C(=O)N2CCC3(CC2)N=C(c2ccc(Cl)cc2)NO3)cc1F,?
C=CCN1CCN(C(=O)c2c(C)oc3c2CN(Cc2ccc(F)cc2)CC3)CC1,-18.6%
Cc1cc(=O)oc2cc(OCC(=O)N3CCCc4ccccc43)ccc12,-0.2%
Cc1ncsc1C(=O)N1CC(CNC(=O)Cc2ccccc2)C2(C1)CN(c1ccccc1)C2 (stereo not drawn),?
O=C(c1ccco1)N1CCC2(CC1)CC(N(Cc1ccccc1)C1CC1)CCO2 (stereo not drawn),-12.5%

Additional compounds
SMILES,KDM5B inh
Cc1cccc(OCC2(CNCc3ccc(F)cc3)C[C@@H](O)[C@@H](O)C2)n1 (stereo partly drawn),-2.8%[86.2 µM]
O=C(Nc1c(N2CCCC2)c2ccccc2oc1=O)c1cccc(Cl)c1,10.2%
Cc1cccnc1C(C)n1cc(-c2ccccc2-c2ccco2)nn1 (stereo not drawn),-11.2%
COC(=O)C(C)OC(=O)c1cc(C(C)C)nc2ccccc12 (stereo not drawn),8.2%
Cc1nc2c(c(-c3ccc(O)cc3)n1)CN(Cc1cncs1)CCC2,-15.7%
CC[C@H]1CN(C(=O)Nc2cccc(OC)c2)CC[C@H]1CC(=O)N1CCC(C(=O)OC)CC1,27.6%
